Luciferase inh = blocks purified firefly luciferase enzyme activity; purified P. pyralis luciferase, luminescence, biochemical; hit rate 2.5% among 76,000; P08659; Potency, µM (titrated, usually from 115 µM), for the others: top-dose activity change, negative = inhibition, most hits filed as inhibitors; also: potency is read from the fitted curve at half-maximal effect; nearly all actives have a fitted effect of over 65% in size
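FLuc 10nM, D-luciferin 10uM, ATP 10uM, Mg acetate 10mM, Tris acetate pH 7.5, Tween/BSA; cpd qHTS; enzyme added last; CCD luminescence.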
SNCA expr inhib = reduces expression of the alpha-synuclein gene | Potency, µM (top dose mostly 57.2 µM), for inactives: at the top dose activity change, negative = inhibition, hits mostly inhibitors | HEK-293 SNCA-luciferase knock-in, luminescence, 24 h | hit rate 0.17% among 140,000;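 also: potency is read from the fitted curve at half-maximal effect; plate controls were DMSO cells for no effect and cell-free wells for full effect; nearly all actives have a fitted effect of over 45% in size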
GPT2 inh = GPT2 alanine aminotransferase inhibition; AID 1671188; Potency, µM (top dose mostly 57.7 µM), inactives show at the top dose activity change, negative = inhibition, most hits filed as inhibitors; hit rate 0.25% among 100,000; Recombinant GPT2, coupled pyruvate oxidase/HRP Amplex Red fluorescence; Q8TD30; also: potency is read from the fitted curve at half-maximal effect; nearly all actives have a fitted effect of over 60% in size; many of its hits are not listed in these tables
Target sequence (Q8TD30 whole entry, looked up): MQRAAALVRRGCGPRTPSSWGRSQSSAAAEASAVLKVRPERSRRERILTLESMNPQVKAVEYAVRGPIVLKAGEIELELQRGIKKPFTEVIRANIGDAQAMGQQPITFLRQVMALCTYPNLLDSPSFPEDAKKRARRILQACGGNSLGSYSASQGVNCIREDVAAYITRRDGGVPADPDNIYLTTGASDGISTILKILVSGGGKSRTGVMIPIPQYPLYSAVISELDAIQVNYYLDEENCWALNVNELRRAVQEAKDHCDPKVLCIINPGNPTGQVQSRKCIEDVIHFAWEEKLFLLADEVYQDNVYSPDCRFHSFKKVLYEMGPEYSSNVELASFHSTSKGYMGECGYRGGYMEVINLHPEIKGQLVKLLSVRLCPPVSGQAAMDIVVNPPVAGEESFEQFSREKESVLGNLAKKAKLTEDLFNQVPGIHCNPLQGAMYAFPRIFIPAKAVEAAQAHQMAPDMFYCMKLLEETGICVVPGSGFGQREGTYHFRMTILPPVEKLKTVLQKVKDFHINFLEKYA
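Inhibition is scored from Amplex Red fluorescence generated when pyruvate oxidase and HRP act on pyruvate released by GPT2. Reactions contain 10ng/uL enzyme, 250uM a-KG and 2mM L-alanine and run 30 min at room temperature.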
HEK293 tox = HEK 293 cell cytotoxicity; Potency, µM (doses to about 115 µM), for the others: at the highest dose activity change, negative = cytotoxicity, usual class: inhibitors; HEK 293 viability, ATP luminescence (CellTiter-Glo), 48-72 h; AID 1345083; hit rate 6.6% among 94,000; also: potency is read from the fitted curve at half-maximal effect; nearly all actives have a fitted effect of over 60% in size
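250 HEK 293 cells/well; compound by pintool; incubated 48 or 72 hr at 37 degree Celsius; CellTiter-Glo added, 10 min RT, luminescence imaged.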
3T3 cytotox = NIH 3T3 cell cytotoxicity; NIH 3T3 viability, CellTiter-Glo ATP luminescence, 48-72 h; Potency, µM (highest dose often 96.7 µM), for the others: at the top dose activity change, negative = cytotoxicity, actives largely listed as inhibitors; hit rate 4.3% among 94,000; AID 1345082; also: potency is read from the fitted curve at half-maximal effect; nearly all actives have a fitted effect of over 55% in size
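NIH 3T3 cells at 400 cells/well received 23 nL of compound by pintool and were incubated 48 or 72 h at 37 °C. Viability was read as ATP-coupled CellTiter-Glo luminescence.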
HEK293 viab = cell viability loss counter-screen; HEK-293-SNCA-luc viability, GF-AFC fluorescence, 24 h; Potency, µM (doses to about 57.1 µM), for the others: at the top dose activity change, negative = cytotoxicity, hits mostly cytotoxic; hit rate 0.12% among 150,000; AID 1671193;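 also: potency is read from the fitted curve at half-maximal effect; 0% = DMSO-treated cells and -100% = medium-only wells without cells; nearly all actives have a fitted effect of over 30% in size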
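Cytotoxicity counterscreen: after 24 h compound treatment of genome-edited SNCA-luciferase HEK-293 cells, live-cell protease substrate GF-AFC read by fluorescence after 30 min; activity scaled between DMSO (0%) and medium-only (-100%), curves Hill-fitted.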
IP6K1 inhibitor = inhibitors of human IP6K1; hit rate 0.81% among 140,000; activity change, % (series mostly up to about 58 µM); IP6K1 kinase, ADP-Glo luminescence, 2 h; active compounds read low; in the data active = activity change below about -25%
Target sequence (Q92551 whole entry, looked up): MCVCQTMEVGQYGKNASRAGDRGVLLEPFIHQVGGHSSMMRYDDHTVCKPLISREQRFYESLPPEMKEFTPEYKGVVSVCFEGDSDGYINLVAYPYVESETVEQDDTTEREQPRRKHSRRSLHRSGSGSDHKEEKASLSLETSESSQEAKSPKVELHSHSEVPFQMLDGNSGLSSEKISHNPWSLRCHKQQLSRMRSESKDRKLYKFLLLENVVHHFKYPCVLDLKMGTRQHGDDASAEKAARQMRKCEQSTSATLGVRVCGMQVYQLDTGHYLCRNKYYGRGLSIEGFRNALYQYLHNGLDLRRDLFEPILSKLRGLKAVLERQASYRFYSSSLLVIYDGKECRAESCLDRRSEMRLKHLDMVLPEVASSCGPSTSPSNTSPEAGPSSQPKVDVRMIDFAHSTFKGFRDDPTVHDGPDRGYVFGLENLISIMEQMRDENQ
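ADP-Glo luminescence measures ADP made by human IP6K1 during a 2 h RT reaction with ATP/IP6 (mix at 1.3 mM/130 uM); top library doses 57.5 and 19.1 uM final.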
Numbers without * were called inactive; i = inactive; ? = inconclusive; nt = no result given; [ ] = dose if it differs, or a comment. Unless noted, calls follow the shape of the dose curve; as a rule, active = well fitted curve in the direction sought with a large enough effect; inconclusive = small, poorly fitted or top-dose-only effect, or another doubt; inactive = no such curve, though single readings can be large; an effect the other way counts as inactive or inconclusive. Unless noted, % is scaled to controls: 0 for no effect and ±100 for the full control effect. A portion of the library; rates above refer to the full screens.

Order of values – Luciferase inh | SNCA expr inhib | GPT2 inh | HEK293 tox | 3T3 cytotox | HEK293 viab | IP6K1 inhibitor
> COc1ccc(CCNc2ncnc3c2CN(C2CCCNCC2)C(=O)CN3C)cc1 (stereo not drawn)
    nt | -28% | 1% | -1% | 0% | -4% | -7
> Cc1c(-c2ccc(F)cc2)[nH]c2ccc(CNC(=O)CCN3CCCO3)cc12
    25µM* | 48%[activator] | -15% | 32µM* | ? | -3% | 8
> COc1cc(CN2CC[C@H](CNC(=O)C3CC3)[C@H](N(C)C)C2)ccc1F
    -7% | 7% | 1% | -24% | -20% | -2%[12.5 µM] | 1
> CCOCCCNC(=O)N1CCC(c2noc(-c3ccncc3)n2)C1 (stereo not drawn)
    8% | 21% | -8% | 3% | -9% | 9% | 4
> Cc1ccc(NC(=O)Cn2c(=O)c(C(F)(F)F)nc3ccccc32)c(C)c1
    nt | 46%[activator] | nt | nt | nt | 10% | 4
> CC(C)c1ccc(CN2CCCC3(CCN(S(C)(=O)=O)C3)C2=O)cc1 (stereo not drawn)
    5% | -11% | ? | ? | -21% | -3% | 15
> Cc1cccc(C(=O)N2CCn3nnc(CCC(=O)NC4CC4)c3C2)c1
    1% | -29% | i | -13% | -11% | 2% | -5
> CCCn1cc(-c2ccncc2)cc1C(=O)NCc1ccccc1
    ? | 23% | -12% | ? | ? | 2% | -3
> CCS(=O)(=O)Nc1ccc(C(=O)N2Cc3nnc(C)n3C(C)C2)cc1 (stereo not drawn)
    9% | -9% | i | i | i | 2% | -5
> COc1ccc(-c2ncc3c(n2)OCCN(C)C3=O)cc1OC
    40µM* | 73%[activator][87.6 µM] | -14%[88.5 µM] | i | ? | 3%[87.6 µM] | -4
> CCN(CC)CCOC(=O)c1ccc(NC(=O)Cn2ncc3c2-c2cc(C)ccc2OC3)cc1
    nt | -21% | nt | nt | nt | -11% | -6
> O=C(NCc1ccc(F)cc1)C1CCN(C(=O)c2ncn3c2COC(c2ccc(Cl)cc2)C3)CC1 (stereo not drawn)
    ? | ? | i | 8% | -1% | 0% | -10
> CCn1cc(CN2CC[C@H](CNC(=O)COC)[C@H](N(C)C)C2)c(C)n1
    -2% | 8% | i | -12% | -18% | -7%[12.5 µM] | 13
> COc1ccc(-c2nc(SCC(=O)NCC3CCCO3)c(-c3ccc(Cl)cc3)[nH]2)cc1 (stereo not drawn)
    nt | 16% | nt | nt | nt | 8% | 9
> CNC(=O)C1(C)CN(Cc2ccccc2)Cc2ccc(NCC(C)C)nc21 (stereo not drawn)
    -1%[172 µM] | -28%[87.6 µM] | i | ? | ? | -25%[87.6 µM] | 13
> C=CCNC(=O)c1cnn2c1CN([S+](=O)([O-])c1cccc(C(F)(F)F)c1)CC2
    nt | -14% | 4% | -13% | -12% | 4% | -5
> Cc1noc(C)c1[S+](=O)([O-])N1CCC2(CC(C(C)C)=NO2)C1 (stereo not drawn)
    nt | 5% | i | 3% | i | -5% | 6
> O=C(CNC(=O)c1ccc(-c2cnc3ccccc3c2)cc1)NCCCc1ccccc1
    nt | 30% | i | ? | -35% | 2% | 12
> O=C(NCC1CC1)c1cccc(OC2CN(Cc3ccncc3F)C2)c1
    -14% | 7% | i | -22% | -15% | 5% | -11
> CO[C@@H]1[C@]2(O)C(=O)N3/C=C\C(C)(C)c4[nH]c5ccccc5c4/C=C\3C(=O)N2[C@]23[C@H](CO)C(C)(C)N2c2ccccc2[C@]13O
    nt | nt | 3%[27.3 µM] | nt | nt | -17%[23.9 µM] | -2
> O=C(NC1CCCCCC1)c1cc2n(n1)CC(c1ccc3c(c1)OCO3)OC2 (stereo not drawn)
    -11% | -25% | -12% | ? | ? | 5% | -1
> COc1cc(NC(=O)c2cc(Cl)c(OC)c(Cl)c2)ccc1NC(=O)c1cc2ccccc2o1
    nt | -7% | nt | nt | nt | -2% | 17
> CC(C)Cn1nc2n(c1=O)CCN(S(=O)(=O)c1cccs1)CC2
    3% | -25% | i | 9% | i | -7% | -3
> COCCOc1ccc2c(n1)CCN(C(=O)c1ccc(OC)nc1OC)C2
    -10% | -7% | 0% | 3% | -10% | 8%[12.5 µM] | 5
> COC[C@H]1CCCN1C(=O)CC[C@H]1CNC(=O)[C@@H]2[C@@H](CCN2CC2CC2)N1C
    2%[172 µM] | -7%[87.6 µM] | -18%[88.5 µM] | -3%[172 µM] | -1%[174 µM] | 4%[87.6 µM] | 5
> Cc1cccc(CNC(=O)C2CC(c3ccc(F)c(C)c3)CN(C(=O)c3ccccc3)C2)c1 (stereo not drawn)
    -3% | -16% | i | 40µM* | 25µM* | 3% | 4
> CCN1CCc2c(sc(NC(=O)c3ccc(S(=O)(=O)N4CCCC(C)C4)cc3)c2C(=O)OC)C1 (stereo not drawn)
    nt | ? | nt | nt | nt | 5% | 19
> Cc1ccccc1CSc1nc2nc(C)c(Cc3ccccc3)c(C)n2n1
    nt | 16% | nt | nt | nt | 2% | 2
> CCOc1ccc(CCNC(=O)CN2C(=O)C(CC)Oc3ccccc32)cc1OCC (stereo not drawn)
    nt | -8% | nt | nt | nt | -8% | 4
> O=C1CCN(S(=O)(=O)c2ccccc2)CCCN(Cc2cccc3[nH]ccc23)CCN1
    -8% | 2% | i | ? | -19% | 1% | 8

Compound profiles, from the list above.
O=C(NCc1ccc(F)cc1)C1CCN(C(=O)c2ncn3c2COC(c2ccc(Cl)cc2)C3)CC1 (stereo not drawn) across the screens: Luciferase inh = ?; SNCA expr inhib = ?; GPT2 inh = i; HEK293 tox = 8%; 3T3 cytotox = -1%; HEK293 viab = 0%; IP6K1 inhibitor = -10
CCCn1cc(-c2ccncc2)cc1C(=O)NCc1ccccc1 across the screens: Luciferase inh = ?; SNCA expr inhib = 23%; GPT2 inh = -12%; HEK293 tox = ?; 3T3 cytotox = ?; HEK293 viab = 2%; IP6K1 inhibitor = -3
CCOc1ccc(CCNC(=O)CN2C(=O)C(CC)Oc3ccccc32)cc1OCC (stereo not drawn) across the screens: Luciferase inh = nt; SNCA expr inhib = -8%; GPT2 inh = nt; HEK293 tox = nt; 3T3 cytotox = nt; HEK293 viab = -8%; IP6K1 inhibitor = 4

(continued)
Order of values – Luciferase inh | SNCA expr inhib | GPT2 inh | HEK293 tox | 3T3 cytotox | HEK293 viab | IP6K1 inhibitor
> O=C1CC(c2ccccc2)N(C(=O)C2CC2)CCCN(C(=O)c2n[nH]c3ccccc23)CCN1 (stereo not drawn)
    -14% | 4% | -3% | -5% | -4% | 5% | 13
> CCOc1cc(C(=O)Nc2ccc(S(=O)(=O)Nc3cc(OC)nc(OC)n3)cc2)cc(OCC)c1OCC
    nt | -12% | nt | nt | nt | 1% | 7
> Cc1ccc(S(=O)(=O)N[C@H](C)c2onc(-c3ccc(F)cc3)c2C(=O)O)cc1
    2%[172 µM] | -23%[87.6 µM] | i | 3%[172 µM] | -5%[138 µM] | 1%[87.6 µM] | 5
> Cc1cc(C)nc(-n2nc(C)c3c2NC(=O)CC3c2cc(F)ccc2F)n1 (stereo not drawn)
    nt | 10% | nt | nt | nt | -7% | 1
> COc1ccccc1NC(=O)COc1ccc(-c2nn(C)c(=O)c3ccccc23)cc1
    nt | 5% | nt | nt | nt | 1% | 3
> CC(C)CCNC(=O)CN1C(=O)c2cccnc2Oc2ccccc21
    nt | 6% | nt | nt | nt | -5% | -8
> O=C([C@@H]1C[C@H](c2ccc(F)cc2)N(Cc2ccccc2Cl)C1)N1CCN(CCO)CC1
    -14% | -17% | -24% | ? | ? | -9% | 10
> CCS(=O)(=O)c1ncc(N(Cc2ccccc2)Cc2ccco2)c(C(=O)Nc2ccc(C)c(C)c2)n1
    nt | 21% | nt | nt | nt | 6% | -20
> Cc1[nH]ncc1CNC(=O)C1(Cc2ccccc2)CCCCC(=O)N1 (stereo not drawn)
    -4% | -4% | i | i | i | -9% | 0
> CCCCOC(=O)N1CCC2(CC1)[C@H](C(=O)OCC)[C@@H](OC)C(=O)N2C
    nt | nt | nt | -10% | ? | nt | 14
> CCOC(=O)C1=C(CN2CCN(c3ccc(Cl)cc3)CC2)NC(=O)NC1c1ccc(OC)cc1 (stereo not drawn)
    nt | ? | nt | nt | nt | -3% | -9
> CC(NC(=O)CN1C(=O)c2cccnc2Oc2ccc(Cl)cc21)c1ccccc1 (stereo not drawn)
    nt | 14% | nt | nt | nt | -9% | 2
> NC(=O)CCNC(=O)[C@@H]1C[C@@H](NS(=O)(=O)c2cccs2)CCN1C(=O)COCC(=O)O
    8% | 7% | -10% | i | 0% | 8% | -3
> CCc1ccc(-n2c(=O)c3cccnc3n2CC(=O)Nc2ccccc2C(F)(F)F)cc1
    nt | 16% | nt | nt | nt | -2% | 1
> CC(=O)Nc1nonc1-c1nc2ccccc2n1Cc1ccccc1Br
    nt | -2% | nt | nt | nt | 4% | 15
> CCOc1ccc(NC(=O)C(=O)NCCc2ccccc2)cc1
    nt | 210%[activator] | nt | nt | nt | -3% | 11
> CN(C)c1ccc(CNC(=O)c2cccn2-c2nnc(N3CCCCC3)s2)cc1
    nt | -3% | nt | nt | nt | -13% | -5
> COC1CCOC2(CCN(C(=O)c3ccncc3)CC2)C1 (stereo not drawn)
    -7% | 2% | 4% | -3% | -5% | -1%[12.5 µM] | -18
> Cc1ccc(/C=C/c2onc(C)c2S(=O)(=O)N2CCC(C(=O)Nc3cccc(C#N)c3)CC2)cc1
    nt | 18% | nt | nt | nt | 1% | 27
> Cc1cc(C(=O)NC2CCCC2)c2c(C3CCNC3)noc2n1 (stereo not drawn)
    nt | -5% | i | i | 3% | 6% | -4
> Cc1ccc(-c2nccn3cc(C(=O)N4CCN(C5CCCCC5)CC4)nc23)cc1
    -6% | 25% | i | i | -1% | 6% | 24
> COc1ccccc1NC(=O)CCn1cnc2onc(-c3ccc(F)cc3)c2c1=O
    nt | -1% | nt | nt | nt | -15% | 0
> Cc1noc([C@@H]2CN(C(=O)c3nccc4ccccc34)C[C@H]2CO)n1
    2% | -19% | i | i | -13% | -7% | -4
> COc1ccc(C(CNC(=O)COc2cc(C)c(Cl)c(C)c2)N2CCCCC2)cc1 (stereo not drawn)
    nt | -2% | nt | nt | nt | -4% | 14
> COc1ccccc1Nc1cnc2ccc(-c3cccc(CO)c3)nn12
    -6%[172 µM] | -8%[87.6 µM] | i | ? | ? | ? | -19
> COCCNC(=O)c1ccc2nnc(-c3cccc(OC(F)(F)F)c3)n2c1
    nt | -8% | -9% | -25% | -26% | 10% | 7
> CC(O)/C=C/C1C(C)C(O[C@@H]2O[C@H](CO)[C@@H](O)[C@H](O)[C@H]2O)C(O)CC1(C)C (stereo partly drawn)
    nt | nt | 0%[27.3 µM] | nt | nt | -17% | 4
> CCN(c1ccccc1)S(=O)(=O)c1ccc(NC(=O)c2cc(=O)c3cc(C)ccc3o2)cc1
    nt | 18% | nt | nt | nt | 4% | 26
> O=C(Cc1c[nH]c2ccccc12)N1CCC(CCOc2ccccc2F)C1 (stereo not drawn)
    3% | 4% | i | ? | ? | -2% | 6

High-throughput results (PubChem)
